# Screening data: PubChem, NCI
# NCI-60 one-dose screen, 48 h, at 10 µM unless noted. Numbers give growth in % (100 = growth as untreated, 0 = no growth, -100 = all killed).
# HL-60(TB) – HL-60(TB) leukemia cells | 9% of 78,000 active; active = growth percent below 10
# * hit, by the source's call; & = joins results of further samples. Some of the compounds tested (hit frequency here may not be typical).
# Start of the data: the first 15 entries, to show the layout:
1) CN(C)c1ccc(C2=NN(c3ccc(S(=O)(=O)NC(=O)NCc4ccccc4)cc3)C(c3ccccc3)C2)cc1 (stereo not given)
  HL-60(TB): 104.2

2) C/C(=N/O)c1ccc(N2C(=O)CCC2=O)cc1
  HL-60(TB): 101.6

3) CC(=O)Nc1ccc(C(=O)O)cc1 (tested in a mixture with another compound)
  HL-60(TB): 103.3&73.8

4) Cn1cc(-c2ccc3nnc(Sc4ccc5ncccc5c4)n3n2)cn1
  HL-60(TB): 81.6

5) c1cn2cc(-c3ccc4cn[nH]c4c3)nc(Nc3ccc(N4CCOCC4)cc3)c2n1
  HL-60(TB): 71.1

6) N=c1nc(N2CCCCC2)cc(N)n1O
  HL-60(TB): 92.4

7) O=[N+]([O-])c1cncn1CCN1CCOCC1
  HL-60(TB): 106.2

8) O=C(NC1CCN(CCc2c[nH]c3ccccc23)CC1)c1ccccc1
  HL-60(TB): 90.1

9) COCC(=O)NC/C=C/c1ccc2ncnc(Nc3ccc(Oc4ccc(C)nc4)c(C)c3)c2c1
  HL-60(TB): 22.2

10) [2H]C1([2H])N(c2ccc(NC(=O)c3cccc(-c4ccc(OC(F)(F)F)cc4)c3C)cn2)C([2H])([2H])[C@]([2H])(C)O[C@]1([2H])C
  HL-60(TB): 88.2

11) Cn1cc(-c2nnc(-c3cn(C)c4ncc(Br)cc34)o2)c2cc(Br)ccc21
  HL-60(TB): 101.1

12) CCCOc1ccc(C(=O)OCCN(CC)CC)cc1N
  HL-60(TB): 113.8

13) CN[C@@H]1[C@H](O)[C@H](NC)[C@H]2O[C@@]3(O)C(=O)C[C@@H](C)O[C@H]3O[C@@H]2[C@H]1O
  HL-60(TB): 100.8

14) Cn1cc(-c2nnc(N)nc2-c2c[nH]c3ccc(Br)cc23)c2cc(F)ccc21
  HL-60(TB): 59.7

15) COC(=O)c1ccccc1O
  HL-60(TB): 80.3

# Main list, repeating the preview:
1) CN(C)c1ccc(C2=NN(c3ccc(S(=O)(=O)NC(=O)NCc4ccccc4)cc3)C(c3ccccc3)C2)cc1 (stereo not given)
  HL-60(TB): 104.2

2) C/C(=N/O)c1ccc(N2C(=O)CCC2=O)cc1
  HL-60(TB): 101.6

3) CC(=O)Nc1ccc(C(=O)O)cc1 (tested in a mixture with another compound)
  HL-60(TB): 103.3&73.8

4) Cn1cc(-c2ccc3nnc(Sc4ccc5ncccc5c4)n3n2)cn1
  HL-60(TB): 81.6

5) c1cn2cc(-c3ccc4cn[nH]c4c3)nc(Nc3ccc(N4CCOCC4)cc3)c2n1
  HL-60(TB): 71.1

6) N=c1nc(N2CCCCC2)cc(N)n1O
  HL-60(TB): 92.4

7) O=[N+]([O-])c1cncn1CCN1CCOCC1
  HL-60(TB): 106.2

8) O=C(NC1CCN(CCc2c[nH]c3ccccc23)CC1)c1ccccc1
  HL-60(TB): 90.1

9) COCC(=O)NC/C=C/c1ccc2ncnc(Nc3ccc(Oc4ccc(C)nc4)c(C)c3)c2c1
  HL-60(TB): 22.2

10) [2H]C1([2H])N(c2ccc(NC(=O)c3cccc(-c4ccc(OC(F)(F)F)cc4)c3C)cn2)C([2H])([2H])[C@]([2H])(C)O[C@]1([2H])C
  HL-60(TB): 88.2

11) Cn1cc(-c2nnc(-c3cn(C)c4ncc(Br)cc34)o2)c2cc(Br)ccc21
  HL-60(TB): 101.1

12) CCCOc1ccc(C(=O)OCCN(CC)CC)cc1N
  HL-60(TB): 113.8

13) CN[C@@H]1[C@H](O)[C@H](NC)[C@H]2O[C@@]3(O)C(=O)C[C@@H](C)O[C@H]3O[C@@H]2[C@H]1O
  HL-60(TB): 100.8

14) Cn1cc(-c2nnc(N)nc2-c2c[nH]c3ccc(Br)cc23)c2cc(F)ccc21
  HL-60(TB): 59.7

15) COC(=O)c1ccccc1O
  HL-60(TB): 80.3

16) O=C(c1cccs1)C1C(c2ccc(Cl)cc2Cl)CC(O)(c2cccs2)C(C(=O)c2cccs2)C1c1ccc(Cl)cc1Cl (stereo not given)
  HL-60(TB): 93.9

17) CC[C@@H]1OC(=O)C[C@@H](O)[C@H](C)[C@@H](O[C@@H]2O[C@H](C)[C@@H](O)[C@H](N(C)C)[C@H]2O)[C@@H](CCN2C[C@H](C)C[C@H](C)C2)C[C@@H](C)C(=O)/C=C/C(C)=C\[C@@H]1CO[C@@H]1O[C@H](C)[C@@H](O)[C@@H](OC)[C@H]1OC
  HL-60(TB): 96.7

18) CC(Cc1cccc(C(F)(F)F)c1)NCCOC(=O)c1ccccc1 (stereo not given)
  HL-60(TB): 101.7

19) CCn1ccc(NS(=O)(=O)c2ccc(N)cc2)nc1=O
  HL-60(TB): 90.5

20) O=C(O)c1cc(=O)c2ccccc2o1
  HL-60(TB): 106.5

21) COc1ccc2c(c1)c(-c1noc(C(=O)c3cn(C)c4ccc(F)cc34)n1)cn2C
  HL-60(TB): 81.6

22) COc1ccc(-c2cc(C(F)F)nn2-c2ccc(S(N)(=O)=O)cc2)cc1F
  HL-60(TB): 106.6

23) COc1ccc(-c2cc(=O)c3c(O)cc(OC)cc3o2)cc1
  HL-60(TB): 100.0

24) O=C(O)CS
  HL-60(TB): 115.9

25) O=C(Nc1ccc(Oc2ccc(Br)cc2)cc1)c1ccc2nc(NS(=O)(=O)c3ccc4ccccc4c3)sc2c1
  HL-60(TB): 96.8

# 3 structures from above, ordered by count of non-hydrogen atoms, low to high.
20) O=C(O)c1cc(=O)c2ccccc2o1
  HL-60(TB): 106.5

12) CCCOc1ccc(C(=O)OCCN(CC)CC)cc1N
  HL-60(TB): 113.8

21) COc1ccc2c(c1)c(-c1noc(C(=O)c3cn(C)c4ccc(F)cc34)n1)cn2C
  HL-60(TB): 81.6

# New compounds follow:
26) CC(C)NNC(=O)c1ccncc1
  HL-60(TB): 105.8&79.8

27) CC1(C)C2CCC1(CS(=O)(=O)O)C(=O)C2 (stereo not given)
  HL-60(TB): 80.1&104.2

28) CCCCCCCCCCCCCCCC[N+](C)(C)Cc1ccccc1
  HL-60(TB): -47.8*

29) Cn1cc(-c2nnc(N)nc2-c2c[nH]c3ccccc23)c2ccccc21
  HL-60(TB): 74.7

30) Cc1ncc(-c2ccnc(Nc3ccc(S(C)(=O)=O)cc3)n2)n1C(C)C
  HL-60(TB): -43.2*

31) CCc1cc2c(cc1N1CCC(N3CCOCC3)CC1)C(C)(C)c1[nH]c3cc(C#N)ccc3c1C2=O
  HL-60(TB): -6.1*

32) CN1C(=O)NC(Cc2c[nH]c3c(Cl)cccc23)C1=O (stereo not given)
  HL-60(TB): 98.6

33) CC(=O)Oc1ccc2c(C)cc(=O)oc2c1
  HL-60(TB): 98.0

34) C#C[C@]1(O)CCC2C3CCC4=CC(=O)CC[C@@H]4C3CCC21CC (stereo not given in full)
  HL-60(TB): 102.6

35) CCCCC(=O)O[C@]1(C(=O)CO)[C@@H](C)CC2C3CCC4=CC(=O)C=C[C@]4(C)[C@@]3(F)C(O)C[C@@]21C (stereo not given in full)
  HL-60(TB): 103.1

36) Cc1cc(=O)oc2cc(O)ccc12
  HL-60(TB): 117.2

37) Cn1cnc(-c2cc3nccc(Oc4ccc(NC(=S)NC(=O)Cc5ccccc5)cc4F)c3s2)c1
  HL-60(TB): 80.0

38) O=C(c1ccc2nc(NS(=O)(=O)c3ccc4ccccc4c3)sc2c1)N1CCN(c2ccccc2)CC1
  HL-60(TB): 102.1

39) COC(=O)N/N=C/c1c[n+]([O-])c2ccccc2[n+]1[O-]
  HL-60(TB): 97.2

40) CCCCOc1cc(C(=O)OCCN(CC)CC)ccc1N
  HL-60(TB): 92.6

41) COC(=O)C(C)(C)C1Oc2ccc(C)cc2C(=O)/C1=C\NS(=O)(=O)c1ccc(OC)cc1 (stereo not given)
  HL-60(TB): 101.2

42) [2H]C1([2H])NC([2H])([2H])C([2H])([2H])N(c2ccc(Nc3ncc4cc(C(=O)N(C)C)n(C5CCCC5)c4n3)nc2)C1([2H])[2H]
  HL-60(TB): 22.7

43) CNC(=O)c1cc(COc2nnc(Nc3ccc(Cl)cc3)c3ccoc23)ccn1
  HL-60(TB): 120.2

44) COC(=O)C(C)(C)C1Oc2ccc(Br)cc2C(=O)/C1=C\NS(=O)(=O)c1ccc(C)cc1 (stereo not given)
  HL-60(TB): 100.7

45) CCCCN(CCCC)CCCOC(=O)c1ccc(N)cc1
  HL-60(TB): 76.4

46) O=C(/C=C/c1ccc(Cl)nc1)c1ccc(Cl)nc1
  HL-60(TB): 99.4

47) COc1cc(CCc2cc(NC(=O)c3ccc(N4C[C@@H](C)N[C@@H](C)C4)cc3)n[nH]2)cc(OC)c1
  HL-60(TB): 12.5

48) Cc1cc(Nc2cc(N3CCN(C)CC3)nc(/C=C/c3ccccc3)n2)n[nH]1
  HL-60(TB): -29.7*

49) CC(=O)N[C@@H](Cc1ccccc1)C(=O)O
  HL-60(TB): 112.2

50) Cl
  HL-60(TB): 106.9
